# MT1-MMP act inh = inhibitors of human MT1-MMP activation; 360,000 tested, 0.061% active; GFP/RFP ratio change, % at 20 µM; HT1080 RFP-PRO-GFP cells, GFP/RFP ratio fluorescence, overnight; percent of plate control window, DMSO zero;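 active = GFP/RFP ratio change of at least 30% with cell ATP level not reduced by more than half and red fluorescence within 50% of control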; also: strong numbers were not always called active
#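 Material – HT1080 RFP-PRO-GFP cells · Control set – DMSO wells and RFP-L50D-GFP cells · Incubation – overnight cell settling, then overnight compound exposure, 37 °C, 5% CO2 · Compound dosing – single-point 20 µM compound, 1% DMSO · Read-out – GFP/RFP fluorescence ratio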
# PABP1 MLLE inh = inhibitors of microRNA-mediated deadenylation, human PABP1 MLLE binding; P11940; GST-MLLE / FITC-PAM2 fluorescence polarization; inhibition, % at 20 µM; 360,000 tested, 0.36% active; AID 588489; in the data active = inhibition above about 35%, passing the limit was not always enough;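 also: plate controls were DMSO wells with GST-MLLE for no effect and wells lacking GST-MLLE protein for full effect; some results filed as inactive read as strong as hits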
# Neddyl block = blocks human cullin neddylation | TR-FRET cullin neddylation, biochemical | P61081+Q13564 | AID 651699 | calls only at 25 µM | 360,000 tested, 0.58% active; in the data active = inhibition above about 36%
# SKN-1 block = blocks SKN-1 activity in C. elegans; C. elegans VP596 Pgst-4::GFP/RFP ratio, acrylamide-induced, 24 h; inhibition, % at 21.8 µM; 360,000 tested, 0.49% active; AID 624304;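 active = interference check ratio from 0.5 to 1.5 plus GFP to RFP signal ratio inhibition reaching or exceeding a fixed threshold, cut at about 30% in these data, passing the limit was not always enough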; also: some compounds called inactive have numbers as strong as hits
# FAS TE block = FAS thioesterase (human) inhibition; P49327; recombinant FAS-TE, OMFH fluorogenic substrate, fluorescence endpoint; inhibition, % at 15 µM; 360,000 tested, 0.67% active; AID 602261;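 active = compounds whose normalised, plate-corrected inhibition of enzyme fluorescence in the single-dose primary screen is 50% or more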;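 also: 0% = DMSO with enzyme and 100% = substrate without enzyme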
# Rpn11 inh = blocks the human proteasome subunit Rpn11. human 26S proteasome, Ub4-pepOG fluorescence polarization; 20S core pre-blocked with epoxomicin. 360,000 tested, 0.59% active. calls only at 20 µM. O00487;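 active = inhibition at 20 µM, scaled to each plate's controls, above about 33%, limit read from the data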
# Target sequence (O00487 whole entry, looked up): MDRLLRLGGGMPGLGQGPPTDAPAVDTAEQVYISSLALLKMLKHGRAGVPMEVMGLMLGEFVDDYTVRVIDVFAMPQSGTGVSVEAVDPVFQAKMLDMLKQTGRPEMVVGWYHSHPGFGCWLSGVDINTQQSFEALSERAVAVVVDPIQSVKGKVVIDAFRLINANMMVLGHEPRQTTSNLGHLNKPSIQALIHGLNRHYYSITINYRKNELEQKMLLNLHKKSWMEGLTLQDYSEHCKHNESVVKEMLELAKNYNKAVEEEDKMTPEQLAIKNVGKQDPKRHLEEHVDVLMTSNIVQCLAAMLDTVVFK
# Rin1 Abl inh = blocks binding of human Rin1 to Abl; TR-FRET Rin1/Abl binding, biochemical; AID 588664; inhibition, % at 7.35 µM; 360,000 tested, 0.4% active; P00519+Q13671; in the data active = inhibition above about 5%, passing the limit was not always enough
# CSN inh = CSN deneddylation inhibition. Q92905. Purified CSN, SCF-Nedd8-OG deneddylation, fluorescence polarization. inhibition, % at 12.5 µM. 360,000 tested, 0.38% active;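 active = pattern-corrected inhibition above about 35%, with an unprinted fluorescence ratio check between 0.5 and 1.5, limit read from the data, passing the limit was not always enough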;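 also: 0% = enzyme with substrate and 100% = substrate without enzyme; some results filed as inactive read as strong as hits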
# Target sequence (Q92905 whole entry, looked up, one chain of several): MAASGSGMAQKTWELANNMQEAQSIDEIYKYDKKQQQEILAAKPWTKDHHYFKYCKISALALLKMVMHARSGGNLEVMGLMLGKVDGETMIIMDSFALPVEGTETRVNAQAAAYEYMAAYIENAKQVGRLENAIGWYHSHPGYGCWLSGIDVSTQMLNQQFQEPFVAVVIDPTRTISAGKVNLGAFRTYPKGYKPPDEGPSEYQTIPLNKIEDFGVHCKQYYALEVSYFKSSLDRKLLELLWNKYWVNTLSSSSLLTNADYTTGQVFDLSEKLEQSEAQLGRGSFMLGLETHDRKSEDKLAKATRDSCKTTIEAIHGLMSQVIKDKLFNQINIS
#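 assay system = purified human Csn5 enzyme expressed in HEK293T cells | amount = 0.24 nM enzyme | buffer or medium = Tris/NaCl/DTT buffer, pH 7.5 | reagent = 10 nM SCFSkp2-Nedd8OG | compound = one concentration, 12.5 µM, 0.25% DMSO | times = 90 min reaction at room temperature | signal = FP | read-out basis = % inhibition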
# NadD inh = blocks S. aureus nicotinate mononucleotide adenylyltransferase; purified NadD enzyme, colorimetric absorbance read-out; inhibition, % at 20 µM; 360,000 tested, 0.78% active; AID 602399; in the data active = inhibition above about 26%; also: some compounds past the cut are filed as inactive
# Starred values were filed as active, the others as inactive; i = inactive; . = no result given; + = active, no number.
SMILES,MT1-MMP act inh,PABP1 MLLE inh,Neddyl block,SKN-1 block,FAS TE block,Rpn11 inh,Rin1 Abl inh,CSN inh,NadD inh
CC(C)=CCN1CCN(Cc2cnc(C)s2)CC1CCO (stereo unspecified),-3,-9,i,1,-5,i,5,-9,2
Cc1c(C2Nc3ccccc3NC3=C2C(=O)CC(C)(C)C3)cnn1C (stereo unspecified),-26,30,i,-7,-14,i,-1,-29,-4
COc1cc(C(=O)OCc2ccccc2C#N)ccc1OCC(=O)N1CCOCC1,-1,5,i,16,-6,i,2,-5,0
CCN1C(=C(C#N)C#N)C=Cc2cc(C)ccc21,3,13,i,5,26,i,-2,-5,-6
COc1ccccc1NC(=O)NNC(=O)c1ccc2ccccc2c1O,-2,10,+,23,0,i,-2,1,-3
Cc1ccccc1C(=O)N1N=C(c2cccc(NS(C)(=O)=O)c2)CC1c1cccs1 (stereo unspecified),-2,1,i,2,6,i,3,0,-10
CC1=C(C(=O)N2CCOCC2)C(c2ccccc2F)C2=C(CCCC2=O)N1 (stereo unspecified),1,13,.,-8,-9,i,0,3,-3
COc1ccc(C(C(=O)NC(C)(C)C)N(Cc2ccco2)C(=O)CCC(=O)Nc2ccccn2)cc1 (stereo unspecified),0,11,i,11,-3,i,-5,6,0
Cc1ccc(OCC(=O)c2cc(C)n(C)c2C)c([N+](=O)[O-])n1,-6,-1,i,5,-8,i,-4,1,4
CCOC(=O)N1CCN(C(=S)Nc2ccccc2C)CC1,0,-13,i,2,-3,i,-2,4,-2
NC(=O)c1ccsc1NC(=O)CN1CCN(S(=O)(=O)c2ccccc2C(F)(F)F)CC1,5,-3,i,7,25,i,3,-2,2
CCOC(=O)c1sc(NC(=O)CSc2nnnn2-c2ccc(C)cc2)c(C(=O)OCC)c1C,-6,-31,i,-15,19,i,-3,1,-1
N/C(=N\OC(=O)c1ccc(Br)cc1)c1cccc([N+](=O)[O-])c1,-1,-12,i,1,25,i,0,7,-2
Cc1ccc(-c2nc(Nc3ccccc3)n[nH]2)cc1,16,2,i,4,-12,i,0,1,1
NC(=O)c1ccsc1NC(=O)CN1C(=O)NC2(CCCCC2)C1=O,6,-9,i,-4,-5,i,1,3,9
N#C/C(=C\c1ccc(N2CCCCC2)o1)C(=O)Nc1cccc(Br)c1,-78,42,i,27,-117,.,-10,109,10
O=C(NCc1ccc(F)cc1)c1cc(-c2ccncc2)nc2ccccc12,-4,-3,i,1,8,i,0,0,-2
CC(C)OC(=O)Nc1ccc(-c2ccc(NC(=O)OC(C)C)cc2Cl)c(Cl)c1,-13,8,i,10,-8,i,1,2,0
COC(=O)CC#N,0,0,i,-5,-3,i,-2,-2,5
O=C(O)c1ccc2c(c1)N(Cc1ccccc1)C(=O)c1ccccc1S2=O (stereo unspecified),4,-2,i,-4,2,i,-2,-5,6
COCCNC(=O)C1CC(=O)N(C2CCCC2)C1 (stereo unspecified),-2,1,i,10,-6,i,-2,-4,-5
Cn1c(N)c(C(=O)COC(=O)c2ccccc2C(=O)c2ccc(Cl)cc2)c(=O)n(C)c1=O,3,-4,i,-4,-14,i,0,0,-5
CC(C)Nc1ncnc2c1cnn2Cc1ccc(Cl)cc1,2,-1,i,23,-2,i,0,-2,-4
CCCCN(C(=O)c1cc(Cl)nc2ccccc12)c1c(N)n(CCC)c(=O)[nH]c1=O,1,16,i,-1,-7,i,1,-1,3
COc1cccc(CNS(=O)(=O)c2c(C(=O)N3CCCCCC3)c(C)n(C)c2C)c1,6,-4,i,-2,-5,i,1,2,-4
O=C(N/C(=C\c1ccccc1)C(=O)N1CCCCC1)c1ccco1,5,3,i,10,-4,i,0,3,2
O=C(N/N=C/c1cccc([N+](=O)[O-])c1)c1ccc(CN2CCOCC2)cc1,4,1,i,2,-8,i,-1,-4,-1
Nc1ccc(-c2cnc3ccccc3n2)cc1,-1,-15,i,7,-7,i,-5,6,1
CCCCc1ccc(NC(=O)CSc2nnc(CNC(=O)c3ccco3)o2)cc1,1,4,i,25,-5,i,0,-7,-6
CCCn1c(SCc2nc(N)nc(N3CCCCC3)n2)nc2c1c(=O)n(C)c(=O)n2C,0,-11,i,2,-4,i,-1,-5,-8
C=CCn1cc(C(=O)NCc2ccc3c(c2)OCO3)c(=O)c2cc(S(=O)(=O)N(CC)CC)ccc21,-4,5,i,10,18,i,-1,-1,-8
COCCNc1nc(CSc2ccccc2)nc2sc(C)c(C)c12,-5,8,i,16,19,i,-5,-6,-4
CCOc1cc(/C=C2\SC(=Nc3ccc(CC)cc3)NC2=O)ccc1OCC(=O)O,3,-26,i,-5,2,i,0,7,17
Cc1cccc(C(=O)NCCCNC(=O)c2cccnc2)c1,4,-1,i,5,0,i,1,-2,-4
COc1ccc(CN2c3cc(S(=O)(=O)N4CCOCC4)ccc3N3CCCC32)cc1 (stereo unspecified),-1,-18,i,3,-6,i,3,0,-1
COc1ccc(CN2CCCN(C)CC2)c(OC)c1C,0,3,i,-9,-7,i,2,4,-10
O=C(COC(=O)c1ccc(Br)o1)Nc1ccc(F)cc1[N+](=O)[O-],2,7,i,-4,4,i,-1,-4,-7
CC(=O)N1CCN(Cc2nc3ccc(Cl)cc3n2CCO)CC1,-3,-4,i,-3,-9,i,2,2,1
O=C(COc1ccccc1Cl)NCCNC(=O)c1ccncc1,3,-1,i,24,-4,i,6,2,1
CC(C)(C)NS(=O)(=O)c1ccc(CCC(=O)Nc2ccc3c(c2)OCO3)cc1,27,15,i,-1,-7,i,4,7,2

# Laid out differently: 7 of the compounds above
# Each structure is followed by: MT1-MMP act inh	PABP1 MLLE inh	Neddyl block	SKN-1 block	FAS TE block	Rpn11 inh	Rin1 Abl inh	CSN inh	NadD inh
> C=CCn1cc(C(=O)NCc2ccc3c(c2)OCO3)c(=O)c2cc(S(=O)(=O)N(CC)CC)ccc21
    -4	5	i	10	18	i	-1	-1	-8
> COCCNc1nc(CSc2ccccc2)nc2sc(C)c(C)c12
    -5	8	i	16	19	i	-5	-6	-4
> CCOc1cc(/C=C2\SC(=Nc3ccc(CC)cc3)NC2=O)ccc1OCC(=O)O
    3	-26	i	-5	2	i	0	7	17
> Cc1cccc(C(=O)NCCCNC(=O)c2cccnc2)c1
    4	-1	i	5	0	i	1	-2	-4
> COc1ccc(CN2c3cc(S(=O)(=O)N4CCOCC4)ccc3N3CCCC32)cc1 (stereo unspecified)
    -1	-18	i	3	-6	i	3	0	-1
> COc1ccc(CN2CCCN(C)CC2)c(OC)c1C
    0	3	i	-9	-7	i	2	4	-10
> O=C(COC(=O)c1ccc(Br)o1)Nc1ccc(F)cc1[N+](=O)[O-]
    2	7	i	-4	4	i	-1	-4	-7

# Next results follow.
SMILES,MT1-MMP act inh,PABP1 MLLE inh,Neddyl block,SKN-1 block,FAS TE block,Rpn11 inh,Rin1 Abl inh,CSN inh,NadD inh
Cc1c(C(=O)N(C)Cc2ccc(OC(F)F)cc2)oc2ccccc12,-2,-6,i,-10,22,i,-1,-1,-5
O=C(c1ccc(OC2CCN(Cc3ccccn3)CC2)cc1)N1CCC[C@H]1CO,1,4,i,-8,-3,i,3,0,-3
CCn1c(O)c(N=NC(=O)CNC(=O)/C=C/c2ccccc2)c2ccccc21,5,3,i,-10,7,i,0,0,-4
CCc1ccc([C@@H]2C[C@H]3[C@@H](CN2S(=O)(=O)c2ccc(C)cc2)C(=O)C[C@@H](c2ccc(Cl)cc2)N3S(=O)(=O)c2ccccc2C)cc1,-6,4,i,-4,16,i,1,9,15
Cc1cccc(C)c1NC(=O)NC1CC2CCC(C1)N2Cc1cccs1 (stereo unspecified),1,9,i,14,-6,i,-4,-1,-1
O=C(NC1CC1)c1ccc(CN(c2ccccc2)S(=O)(=O)c2ccccc2)cc1,.,9,i,4,4,i,4,-20,2
Cc1cccc(C)c1NC(=O)C(CCc1ccccc1)n1c(=O)c(-c2cc3ccccc3[nH]2)nc2ccccc21 (stereo unspecified),-7,.,.,4,.,.,.,0,.
O=C(NCc1ccccc1)c1ccc(S(=O)(=O)NCc2ccco2)cc1,1,13,i,9,0,i,0,-1,-1
CC(=O)c1ccc(-c2nc3c4ccccc4ccn3c2C(C)=O)o1,-2,-12,i,11,-7,i,-5,7,-4
COc1ccc(NC2(c3ccccc3)OC(=O)c3ccccc32)cc1 (stereo unspecified),-1,16,i,-4,-6,i,-2,3,-2

# An excerpt from above in order of formula weight, smallest number first.
SMILES,MT1-MMP act inh,PABP1 MLLE inh,Neddyl block,SKN-1 block,FAS TE block,Rpn11 inh,Rin1 Abl inh,CSN inh,NadD inh
CCn1c(O)c(N=NC(=O)CNC(=O)/C=C/c2ccccc2)c2ccccc21,5,3,i,-10,7,i,0,0,-4
O=C(c1ccc(OC2CCN(Cc3ccccn3)CC2)cc1)N1CCC[C@H]1CO,1,4,i,-8,-3,i,3,0,-3
CCc1ccc([C@@H]2C[C@H]3[C@@H](CN2S(=O)(=O)c2ccc(C)cc2)C(=O)C[C@@H](c2ccc(Cl)cc2)N3S(=O)(=O)c2ccccc2C)cc1,-6,4,i,-4,16,i,1,9,15

# Remaining list, next part
SMILES,MT1-MMP act inh,PABP1 MLLE inh,Neddyl block,SKN-1 block,FAS TE block,Rpn11 inh,Rin1 Abl inh,CSN inh,NadD inh
CCNS(=O)(=O)c1ccc(CCC(=O)N2CCCC2)cc1,-1,-15,i,1,-8,i,-2,-4,-6
Cc1ccc(/C=N/N(C)C2=NS(=O)(=O)c3ccccc32)cc1,-4,7,.,0,-1,i,4,2,-5
CC1CCCN(C(=O)CSc2nnc3ccccn23)C1 (stereo unspecified),-7,-9,i,-6,-4,i,3,1,-3
CCSc1nc2ccccc2c(=O)n1C1CCOC(C)(C)C1 (stereo unspecified),-3,5,i,15,7,i,1,-9,-7
CCCOc1ccccc1C1CC(=O)NC2=C1C(=O)CCC2 (stereo unspecified),-8,5,i,-13,-3,i,1,4,-2
COc1ccc(C(=O)COC(=O)/C=C/c2ccco2)cc1F,2,9,i,-1,9,i,1,15,-3
COc1ccc(CNC(=O)c2cnn3c(C(F)F)cc(C)nc23)cc1,4,0,i,1,5,i,3,5,-2
CN(Cc1cn(Cc2cccc(Cl)c2)nn1)C1CN(Cc2cn(Cc3cccc(Cl)c3)nn2)S(=O)(=O)C1 (stereo unspecified),2,.,i,-7,-2,.,.,2,1
CCOC(=O)CSc1nc2sc3c(c2c(=O)[nH]1)CC(C)(C)OC3,3,-14,i,9,-3,i,2,10,1
COc1cccc(C(=O)Nc2nc(-c3ccncc3)cs2)c1,2,-2,i,-6,-8,i,-2,8,2

# Screening results deposited in PubChem by several laboratories.
